PP1 inh – PP1-alpha (human) inhibition in PP5 counter-screen | P62136 | inhibition, % at 6.7 µM | AID 2235 | purified PP1alpha, OMFP fluorescence | 320,000 tested, 0.9% active;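 active means inhibition above the mean inhibition of all tested compounds plus 3 SD, computed separately for each screening campaign, cut at about 15% in these data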
Target sequence (P62136 whole entry, looked up): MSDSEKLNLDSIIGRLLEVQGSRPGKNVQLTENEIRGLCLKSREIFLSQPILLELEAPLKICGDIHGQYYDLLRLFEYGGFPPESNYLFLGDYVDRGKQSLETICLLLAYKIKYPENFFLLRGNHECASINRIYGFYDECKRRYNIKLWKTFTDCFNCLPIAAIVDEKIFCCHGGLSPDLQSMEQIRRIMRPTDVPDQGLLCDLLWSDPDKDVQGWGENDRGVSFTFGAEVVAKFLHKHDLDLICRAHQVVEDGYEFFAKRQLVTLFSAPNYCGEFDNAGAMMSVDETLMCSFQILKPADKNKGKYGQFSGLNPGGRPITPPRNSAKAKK
TPT1 inh – blocks Candida albicans tRNA 2'-phosphotransferase | recombinant caTPT1, FP RNA substrate dephosphorylation | inhibition, % at 5 µM | 300,000 tested, 0.81% active;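 active means inhibition above the mean of all tested compounds plus 3 SD, set per screening campaign, cut at about 24% in these data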;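 further: plate controls were DMSO alone for no effect and ferristatin control at 100 nM for full effect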
core dimer inh – blocks dimerization of HCV core protein. TR-FRET GST/Flag-core106 dimerization, 1536-well. inhibition, % at 5 µM. 300,000 tested, 0.33% active;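 active means inhibition above the mean of all tested compounds plus 3 SD, set per screening campaign, cut at about 45% in these data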
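Material: GST/Flag-tagged HCV core106 proteins. Incubation: 4 h, 22.5 °C incubation. Read-out basis: inhibition (%) from 671 over 617 nm ratio. Measured by: TR-FRET, excitation 340 nm, emission 617 and 671 nm.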
CTSL1 counter – cathepsin L1 inhibition, PFM18AAP counter-screen; recombinant F. hepatica cathepsin L1, Z-Leu-Arg-MCA fluorescence; inhibition, % at 5.96 µM; 300,000 tested, 0.49% active; AID 1906;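 active means inhibition above the mean of all tested compounds plus 3 SD, set per screening campaign, cut at about 17% in these data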;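 further: 0% = plate median of test compound wells and 100% = 1 µM Z-Phe-Ala-diazomethylketone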
PP5 inh – PP5 (human) phosphatase inhibition; P53041; AID 1987; 320,000 tested, 0.18% active; purified PP5c, OMFP substrate fluorescence; inhibition, % at 6.7 µM;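 active means inhibition above the campaign's mean inhibition across all tested compounds plus 3 SD, cut at about 9.5% in these data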;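 further: 0% = DMSO only and 100% = 100 µM cantharidin control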
Target sequence (P53041 whole entry, looked up): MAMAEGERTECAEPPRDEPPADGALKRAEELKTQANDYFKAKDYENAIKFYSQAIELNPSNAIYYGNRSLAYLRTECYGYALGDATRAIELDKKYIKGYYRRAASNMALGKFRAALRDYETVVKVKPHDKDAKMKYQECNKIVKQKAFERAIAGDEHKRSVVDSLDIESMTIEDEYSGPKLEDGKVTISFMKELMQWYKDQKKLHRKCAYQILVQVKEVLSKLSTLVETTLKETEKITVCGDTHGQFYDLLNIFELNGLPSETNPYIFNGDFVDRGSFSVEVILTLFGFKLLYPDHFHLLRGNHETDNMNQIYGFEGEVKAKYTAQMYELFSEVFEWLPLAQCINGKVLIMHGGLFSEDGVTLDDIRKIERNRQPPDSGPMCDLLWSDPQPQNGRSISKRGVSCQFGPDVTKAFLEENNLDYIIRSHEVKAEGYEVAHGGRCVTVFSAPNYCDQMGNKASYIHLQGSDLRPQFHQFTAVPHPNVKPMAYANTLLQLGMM
CR mimetic SO – yeast age-related superoxide inhibition as caloric restriction mimetic; S. cerevisiae aged cells, superoxide DHE fluorescence; hits give low values; superoxide response (% of plate mean), % at 10 µM; 330,000 tested, 0.18% active;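 active means superoxide response under a set limit, about three screen SD below normal, cut at about 65% in these data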;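 further: yeast aged for seven days with compound at 30 °C before DHE staining; 100% = average MFI of all compound-treated wells on the plate with controls excluded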
ZTA counter – ZTA (EBV) inhibition in EBNA-1 counter-screen | ZTA-DNA binding, fluorescence polarization | 320,000 tested, 0.15% active | inhibition, % at 11 µM | AID 2234; in the data active means inhibition above about 33%
Target sequence (P03206 whole entry, looked up): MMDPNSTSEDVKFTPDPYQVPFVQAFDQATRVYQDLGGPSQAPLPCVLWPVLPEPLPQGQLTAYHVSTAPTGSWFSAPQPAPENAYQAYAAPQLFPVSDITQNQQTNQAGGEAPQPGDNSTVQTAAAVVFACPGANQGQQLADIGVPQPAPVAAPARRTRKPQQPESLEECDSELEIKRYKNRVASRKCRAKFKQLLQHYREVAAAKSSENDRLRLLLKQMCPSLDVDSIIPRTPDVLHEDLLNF
GASC-1 inh – blocks human GASC-1 demethylase activity. 330,000 tested, 0.069% active. AID 2099. GST-JMJD2C(1-420) H3K9me3 demethylation, DELFIA europium. inhibition, % at 2.35 µM. Q9H3R0;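 active means more than half of a compound's replicate wells show inhibition beyond 50%, single wells judged on their own value; inconclusive means some, but no more than half, of replicates pass 50% inhibition; inactive means no replicate passes 50% inhibition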;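 further: signal counts dimethyl H3K9 product captured on neutravidin plate; 0% = median of DMSO wells and 100% = 0.3 times that DMSO median; strong numbers were not always called active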
EBNA-1 inh – blocks EBNA-1 binding to DNA. EBNA-1 DNA binding, fluorescence polarization. inhibition, % at 14.8 µM. AID 1950. 300,000 tested, 0.34% active; in the data active means inhibition above about 28%
* hit, by the source's call; u = inconclusive; x = no result given.

entry	SMILES	PP1 inh	TPT1 inh	core dimer inh	CTSL1 counter	PP5 inh
1	O=C(COC(=O)Cc1ccc2c(c1)OCCO2)Nc1ccc(S(=O)(=O)N2CCCC2)cc1	0	-3	1	-4	2.9
2	N#CCc1c(C#N)c(N)nc(N2CCN(c3ccc(F)cc3)CC2)c1C#N	2	20	7	2	5.3
3	Cc1ccc(-c2ccc(C(=O)Nc3cccc(F)c3)o2)c2ccccc12	2	1	-3	1	4.0
4	O=[N+]([O-])c1ccccc1N/N=C/c1ccccc1	0	3	2	0	-0.4
5	COc1cc(OC)cc(C(=O)N2CCC3(CC2)NCCc2[nH]cnc23)c1	4	-1	0	0	-2.2
6	O=C1C2(CCC13COC(c1ccc(O)cc1)OC3)COC(c1ccc(O)cc1)OC2 (stereo not drawn)	-3	-3	-6	0	0.3
7	O=C(CN1C(=O)NC2(CCCCC2)C1=O)Oc1ccc2c(C(F)(F)F)cc(=O)oc2c1	-10	-12	6	-13	-1.5
8	Cc1ccc(Cl)cc1N(C(=O)c1csnn1)C(C(=O)NC1CCCC1)c1ccco1 (stereo not drawn)	3	0	10	-7	0.8

entry	CR mimetic SO	ZTA counter	GASC-1 inh	EBNA-1 inh
1	91	-9	-8	-1
2	100	-6	-11	-23
3	116	-2	11	7
4	98	11	-3	14
5	98	-6	3	7
6	76	-5	u	-1
7	99	-1	2	5
8	89	7	-4	5

(cont.)
entry	SMILES	PP1 inh	TPT1 inh	core dimer inh	CTSL1 counter	PP5 inh
9	O=C(CSc1nnc([C@@H]2CCCN2)o1)c1ccc(Cl)cc1	-1	-2	7	7	-0.7
10	O=C(NCCCO)c1ccc(CSc2nc3ccccc3[nH]2)cc1	1	-2	0	-1	2.9
11	CC(C)CCn1nnnc1C(c1ccccc1F)N1CCC(C(N)=O)CC1 (stereo not drawn)	3	-3	-2	-4	-2.7
12	Cc1ccc(NC(=O)N2CCCC2C(=O)Nc2ccc(-n3cnnn3)c(C)c2)cc1 (stereo not drawn)	-7	-6	6	2	4.2
13	Cc1ccc2c(c1)N(CC(=O)N1CCCC(C)C1)C(=O)CO2 (stereo not drawn)	-2	0	-12	0	0.0
14	CCC(=O)Nc1nnc(SCCN2CCOCC2)s1	-2	0	-3	-2	-4.5
15	COC(=O)c1ccc(NC(=O)CCS(=O)(=O)c2ccc(Br)s2)cc1	-4	-6	1	-3	4.2
16	Cc1ccccc1NC1c2ccccc2C(=O)N1Cc1ccco1 (stereo not drawn)	1	4	4	1	-0.5

entry	CR mimetic SO	ZTA counter	GASC-1 inh	EBNA-1 inh
9	98	10	5	0
10	116	0	-5	6
11	101	16	-2	-14
12	109	-4	-17	4
13	124	-1	-2	-3
14	102	6	-27	-1
15	109	14	6	-8
16	112	11	1	5

Part of the list above, set out differently:
(13) Cc1ccc2c(c1)N(CC(=O)N1CCCC(C)C1)C(=O)CO2 (stereo not drawn)
  PP1 inh = -2; TPT1 inh = 0; core dimer inh = -12; CTSL1 counter = 0; PP5 inh = 0.0; CR mimetic SO = 124; ZTA counter = -1; GASC-1 inh = -2; EBNA-1 inh = -3
(14) CCC(=O)Nc1nnc(SCCN2CCOCC2)s1
  PP1 inh = -2; TPT1 inh = 0; core dimer inh = -3; CTSL1 counter = -2; PP5 inh = -4.5; CR mimetic SO = 102; ZTA counter = 6; GASC-1 inh = -27; EBNA-1 inh = -1
(15) COC(=O)c1ccc(NC(=O)CCS(=O)(=O)c2ccc(Br)s2)cc1
  PP1 inh = -4; TPT1 inh = -6; core dimer inh = 1; CTSL1 counter = -3; PP5 inh = 4.2; CR mimetic SO = 109; ZTA counter = 14; GASC-1 inh = 6; EBNA-1 inh = -8

Additional structures:
entry	SMILES	PP1 inh	TPT1 inh	core dimer inh	CTSL1 counter	PP5 inh
17	O=[N+]([O-])c1ccc(N2CCN(CCOCCO)CC2)c([N+](=O)[O-])c1	2	1	-1	1	-1.3
18	Cc1ccc(C(=O)Oc2oc(-c3ccco3)nc2C=Nc2ccc(Cl)cc2)cc1	0	-2	8	21*	-0.2
19	O=C(Nc1ccc(F)cc1)Nc1nnc(-c2ccncc2)s1	2	-3	1	3	-1.1
20	CCNC(=S)N/N=C(\C)c1ccco1	-3	0	9	-4	-1.2
21	COCc1cc(C)nc(NCCc2ccccc2)c1C#N	-1	-2	6	2	1.5
22	O=C(COC(=O)c1ccc(Sc2ccccc2)c([N+](=O)[O-])c1)NC1CCS(=O)(=O)C1 (stereo not drawn)	5	4	-1	0	2.9
23	Cc1cc(Cl)c2oc(C(=O)N3CCN(C(=O)c4ccco4)CC3)c(C)c2c1	1	0	13	1	2.2
24	CSCCC(C(=O)OCC(=O)c1ccc(C)c(C)c1)N1C(=O)c2cc(Cl)c(Cl)cc2C1=O (stereo not drawn)	2	-1	15	3	0.0

entry	CR mimetic SO	ZTA counter	GASC-1 inh	EBNA-1 inh
17	99	17	26	-6
18	86	-11	0	-3
19	106	8	7	6
20	106	4	-6	-12
21	99	12	-2	9
22	116	0	-13	2
23	94	4	-6	-1
24	109	13	15	9

Other results:
entry	SMILES	PP1 inh	TPT1 inh	core dimer inh	CTSL1 counter	PP5 inh
25	CN(C)C(CNC(=O)c1cccc(C(F)(F)F)c1)c1ccco1 (stereo not drawn)	1	-3	3	0	2.5
26	N=c1ccn(CC(=O)NC(N)=O)c2ccccc12	0	-4	3	2	-0.4
27	Cc1n[nH]c(C)c1N=Nc1cc(Cl)ccc1Cl	2	6	5	5	4.0
28	O=C(Oc1cccnc1)c1ccccc1[N+](=O)[O-]	-3	2	-10	-3	4.1
29	Fc1ccccc1-c1nc(NCc2ccco2)c2ccccc2n1	1	-5	2	1	4.1
30	Cc1cc(Nc2ccc(F)c(Cl)c2)n2ncnc2n1	-5	2	-3	1	-1.1
31	COc1cccc2cc(C(=O)OC3CCN(C)CC3)c(=O)oc12	2	-6	0	2	1.5
32	CCC(C)(C)C1CCC(=NNC(=O)c2ccoc2C)CC1 (stereo not drawn)	-3	3	-10	1	-1.1

entry	CR mimetic SO	ZTA counter	GASC-1 inh	EBNA-1 inh
25	87	-14	-6	-13
26	87	-9	-1	11
27	98	5	-12	8
28	103	5	16	-5
29	97	-27	-4	-1
30	92	7	-4	3
31	92	-12	6	-10
32	95	-8	4	-8

Additional results follow:
entry	SMILES	PP1 inh	TPT1 inh	core dimer inh	CTSL1 counter	PP5 inh
33	Cc1cccc(C(=O)N2CCCC(CCC(=O)N3CCN(c4ccccn4)CC3)C2)c1 (stereo not drawn)	-1	0	-1	1	-1.3
34	Cc1ccc2[nH]c3c(c2c1)CN(C(=O)CN1CCN(c2ccccn2)CC1)CC3	4	-26	-10	-3	2.5
35	CCOc1ccccc1CNC(=O)CCCC(=O)n1nc(C)c2ccccc21	0	-2	3	2	2.0
36	CCCCN(CC(=O)NC1CCCC1)C(=O)C(=O)Nc1ccc2c(c1)OCCO2	2	-6	2	-3	2.2
37	O=C(O)c1cc(N=Nc2c(O)[nH]c3ccc([N+](=O)[O-])cc23)ccc1Cl	2	5	-1	4	-2.6
38	O=C(COC(=O)C1CCC1)NC(=O)c1ccccc1	-5	2	1	-7	-1.8
39	CN1C(C(=O)NCc2cccs2)=CC(c2ccc(F)cc2)=NS1(=O)=O	-2	-1	-5	3	1.1
40	O=C(Oc1ccc(Cl)c2cccnc12)C12CC3CC(CC(C3)C1)C2	-2	-1	2	2	1.3

entry	CR mimetic SO	ZTA counter	GASC-1 inh	EBNA-1 inh
33	102	11	1	-1
34	101	-18	-8	-4
35	103	-3	9	-8
36	92	-2	-3	-13
37	101	13	-24	2
38	100	-8	-7	-10
39	112	-12	-22	4
40	88	-15	-11	-6

Continued.
entry	SMILES	PP1 inh	TPT1 inh	core dimer inh	CTSL1 counter	PP5 inh
41	CC(C)NC(=O)CCCc1cn(C)c2ccccc12	-2	2	-5	2	3.2
42	Nc1nc(SCC(=O)Nc2ccc(OC(F)(F)F)cc2)[nH]c(=O)c1NC(=O)c1ccc(Br)o1	-6	1	11	-5	-7.0
43	CN1Cc2c(N)cccc2C(c2ccccc2)C1 (stereo not drawn)	6	-19	12	3	-0.4
44	CCN(CC(=O)Nc1ccc(OC)cc1)C(=O)c1ccc2[nH]c3c(c2c1)CC(C)CC3 (stereo not drawn)	-1	x	x	x	3.8
45	CC(=O)N1c2ccc(S(=O)(=O)N3CCCCC3)cc2CC1C(=O)NCc1cccc(Cl)c1 (stereo not drawn)	-1	0	-3	-2	-2.3
46	Cc1nnc(NC(=O)CSc2nccn2-c2cccc(C)c2C)s1	-2	-1	-60	-2	-0.6
47	Cc1ccc(CN2CCN(Cc3cnc(N4CCOCC4)s3)CC2CCO)cc1 (stereo not drawn)	-4	-7	-4	-2	4.6
48	O=C(CSc1ccc2nnc(-c3cccnc3)n2n1)Nc1ccccc1C(F)(F)F	2	0	5	1	1.4

entry	CR mimetic SO	ZTA counter	GASC-1 inh	EBNA-1 inh
41	103	17	-10	0
42	87	2	-10	-14
43	94	9	-10	1
44	108	-3	-8	x
45	86	-12	3	5
46	84	-8	-5	3
47	97	0	1	-8
48	89	10	3	10

Screen by screen, from the results shown.
EBNA-1 inh for nos. 25 to 33 → -13, 11, 8, -5, -1, 3, -10, -8, -1
GASC-1 inh for nos. 25 to 33 → -6, -1, -12, 16, -4, -4, 6, 4, 1
PP1 inh for nos. 25 to 33 → 1, 0, 2, -3, 1, -5, 2, -3, -1

Remaining list, next part
entry	SMILES	PP1 inh	TPT1 inh	core dimer inh	CTSL1 counter	PP5 inh
49	COc1cccc(/C=C2\N=C(c3c(-c4ccccc4)noc3C)OC2=O)c1OC	1	-1	11	3	1.7
50	Fc1ccccc1-c1nc2ccccc2[nH]1	-3	1	-4	12	-4.2
51	CN(CC(=O)Nc1cccnc1Cl)S(=O)(=O)c1ccc(Cl)cc1	-3	2	0	-2	-1.1
52	COc1ccc(S(=O)(=O)Nc2ccc(Cl)cn2)cc1	-3	-1	7	-7	-2.9
53	CC(C#Cc1c([C@@H](C)Oc2ccccc2)nnn1Cc1ccccc1)Oc1ccccc1 (stereo partly drawn)	3	1	21	2	-1.6
54	CC1(c2ccccc2)NC(=O)N(CC(=O)Nc2ccc([N+](=O)[O-])cc2)C1=O (stereo not drawn)	3	4	10	-2	1.8
55	O=C(COc1ccc(Cl)cc1[N+](=O)[O-])N/N=C/c1cccs1	-4	-2	4	-3	-2.7
56	COc1ccccc1NC(=O)COc1ccc(Br)cc1CO	0	2	-1	-3	0.6

entry	CR mimetic SO	ZTA counter	GASC-1 inh	EBNA-1 inh
49	103	-18	-1	-2
50	100	-18	2	-12
51	96	7	-1	7
52	107	2	-2	2
53	95	-8	-5	3
54	101	4	-17	-3
55	103	0	1	0
56	111	9	0	-6

(listing goes on)
entry	SMILES	PP1 inh	TPT1 inh	core dimer inh	CTSL1 counter	PP5 inh
57	CCOC(=O)C1=C(COC(=O)C2CC(=O)N(c3ccc(CC)cc3)C2)NC(=O)NC1C (stereo not drawn)	-1	x	x	x	0.3
58	CC(C)(C)NC(=O)C(c1ccccn1)N(C(=O)C1CSC(=O)C1)c1ccccc1F (stereo not drawn)	0	2	-5	-2	0.5
59	O=C(Nc1cc(Cl)ccc1N1CCOCC1)c1ccc(N2CCCCC2)c([N+](=O)[O-])c1	-1	-2	0	-4	-4.3
60	O=C(c1ccco1)N1CCN(C(=O)c2cc(-c3ccc(F)cc3)no2)CC1	-3	4	2	2	1.8
61	Cn1cnc(C(=O)N2CCN(C(=O)OC(C)(C)C)CC2)c1C(=O)N1CCN(C(=O)OC(C)(C)C)CC1	1	x	x	x	1.6

entry	CR mimetic SO	ZTA counter	GASC-1 inh	EBNA-1 inh
57	95	7	1	x
58	87	-12	-4	-7
59	102	7	4	8
60	86	3	18	-6
61	115	4	4	x

From PubChem BioAssay

Random draw from the library, and some 3.1% of all compounds hit somewhere here.
